Screens from PubChem.
GPR151 ag: activators of human GPR151; Q8TDV0; actives 1% (n = 650,000); PathHunter beta-arrestin GPR151 cells, luminescence; activation, % at 11.2 µM; AID 1508602; in the data active means activation above about 4.9%;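 further: 0% = median of compound wells and 100% = cells with positive control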
Target sequence (Q8TDV0 whole entry, looked up): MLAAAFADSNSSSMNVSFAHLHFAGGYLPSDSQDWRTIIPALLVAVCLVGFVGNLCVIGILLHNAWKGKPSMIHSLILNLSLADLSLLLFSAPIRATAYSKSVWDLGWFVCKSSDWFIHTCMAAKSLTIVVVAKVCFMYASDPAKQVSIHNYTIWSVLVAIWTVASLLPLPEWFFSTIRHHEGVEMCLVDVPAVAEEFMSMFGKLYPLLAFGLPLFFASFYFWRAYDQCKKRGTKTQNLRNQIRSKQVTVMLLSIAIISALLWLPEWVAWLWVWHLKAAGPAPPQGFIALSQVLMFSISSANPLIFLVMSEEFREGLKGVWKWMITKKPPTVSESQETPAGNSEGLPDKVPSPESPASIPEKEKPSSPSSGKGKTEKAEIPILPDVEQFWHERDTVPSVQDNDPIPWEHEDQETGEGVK
MITF primary: human MITF inhibition, primary screen | AlphaScreen MITF homodimerization, bead proximity signal | actives 0.91% (n = 650,000) | O75030 | inhibition, % at 2.6 µM; in the data active means inhibition above about 50%;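 further: 0% = vehicle wells with protein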
Target sequence (O75030 whole entry, looked up): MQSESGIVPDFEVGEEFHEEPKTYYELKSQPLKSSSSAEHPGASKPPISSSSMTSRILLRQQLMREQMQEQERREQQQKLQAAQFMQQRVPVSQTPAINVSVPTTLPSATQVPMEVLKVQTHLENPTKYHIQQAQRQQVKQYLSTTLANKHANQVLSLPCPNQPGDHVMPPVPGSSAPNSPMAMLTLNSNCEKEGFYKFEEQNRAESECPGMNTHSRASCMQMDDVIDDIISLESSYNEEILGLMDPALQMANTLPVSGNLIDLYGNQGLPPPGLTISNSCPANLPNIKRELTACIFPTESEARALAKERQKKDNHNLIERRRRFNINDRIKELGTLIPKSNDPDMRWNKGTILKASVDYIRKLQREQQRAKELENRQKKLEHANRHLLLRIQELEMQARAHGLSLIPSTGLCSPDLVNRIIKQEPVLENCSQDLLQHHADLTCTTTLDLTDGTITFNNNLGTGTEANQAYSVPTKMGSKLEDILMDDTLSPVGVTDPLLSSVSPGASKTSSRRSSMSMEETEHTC
TEAD-YAP inh: TEAD-YAP interaction inhibition; HEK-TIYL cells, TEAD-Gal4/YAP UAS-luciferase luminescence; inhibition, % at 9.12 µM; actives 1.4% (n = 640,000); AID 1259422; in the data active means inhibition above about 32%;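 further: 0% = median of test compound wells and 100% = reference inhibitor wells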
FBW7 act: human FBW7 E3 ligase activation, primary screen. Q969H0. AlphaScreen FBW7–phospho-cyclin E peptide binding, activator screen. normalized activity (activation), % at 26.1 µM. actives 0.13% (n = 650,000); in the data active means normalized activity above about 1.9%;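 further: purified mutant Fbw7 with reduced substrate affinity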
* = called active by the depositor.

Below each compound – MITF primary	GPR151 ag	FBW7 act	TEAD-YAP inh
CCCOc1ccc(/C(O)=C2\C(=O)C(=O)N(c3nc(C)c(C(=O)OCC)s3)C2c2cccc(Cl)c2)c(C)c1 (stereo unspecified)
    15	-1.4	-0.1	-21
COc1ccc(NC(=O)C2(S(=O)(=O)c3ccc(Cl)cc3)CC2)cc1Cl
    3	0.0	0.0	6
COc1ccc(CNC(=O)CN(c2cccc(C(F)(F)F)c2)S(=O)(=O)c2ccccc2)cc1
    -4	0.1	0.1	-2
O=C(Nc1n[nH]c(C(F)(F)F)n1)c1cccc(Cl)c1
    -5	-3.0	0.0	5
O=C(N/C(=C\c1ccco1)C(=O)N1CCC(O)CC1)c1ccccc1
    3	-1.6	0.5	6
CCOC(=O)c1cc2c(=O)n3ccccc3nc2n(C)c1=NC(=O)c1ccc(Cl)cc1
    25	-1.1	0.0	-6
CC(C)CCn1c(N)nc2c1c(=O)[nH]c(=O)n2C
    3	-0.8	0.0	5
C=CCNc1nc2ccc(C)cn2c(=O)c1/C=C1/SC(=S)N(Cc2ccco2)C1=O
    4	0.5	-0.2	7
Cc1ccc2nc(SCC(=O)Nc3nccs3)nc(C)c2c1
    -22	-0.9	0.0	4
COc1ccc(NC2CC(=O)N(c3ccc(F)cc3)C2=O)cc1 (stereo unspecified)
    -8	1.1	0.0	-7
O=C1C=C(NCCCNc2ccc(C(F)(F)F)cc2[N+](=O)[O-])C2(CCCCC2)O1
    2	-0.6	-0.1	20
Cc1ccccc1-n1c(SCC(=O)Nc2ccc(Cl)cc2)nc2[nH]ncc2c1=O
    4	1.8	-0.1	3
C/C(CC(=O)Nc1cccc2c1CCCC2)=N\NC(=O)c1cccc(O)c1
    5	-1.0	0.0	14
O=C(O)/C=C/c1ccc2c(c1)OC(F)(F)O2
    -2	2.6	-0.1	5
Clc1ccccc1/C=C/c1nc(-c2ccccn2)no1
    9	-12	0.1	85*
CCOc1ccc(NC(=O)CCC(=O)N2CC(C)Oc3ccc(C)cc32)cc1 (stereo unspecified)
    18	-1.1	1.1	-5
O=S(=O)(c1cccc2ccccc12)n1nnc2ccccc21
    2	-0.6	-0.1	-4
COc1ccc(C(=O)Oc2ccc3c(c2)OCC3=O)cc1OC
    3	-0.5	0.5	8
Fc1ccc(Nc2nc(-c3cccs3)cs2)cc1
    39	3.6	0.0	-88
CCOc1ccc(C(=O)CN2CCN(S(=O)(=O)c3ccc(Br)cc3)CC2)cc1
    2	0.0	0.1	1
C=C(C)CN(CC)C(=O)CCc1nnc(CCc2c[nH]c3ccccc23)o1
    -13	-1.4	-0.2	-7
Cc1ccc(-c2n[nH]c3c2C(c2cccc([N+](=O)[O-])c2)N(c2ccc(F)cc2)C3=O)cc1 (stereo unspecified)
    19	2.9	0.1	2
Cc1ccccc1Nc1nnc(-c2ccc(C)c(S(=O)(=O)NCC3CCCO3)c2)c2ccccc12 (stereo unspecified)
    1	-0.5	0.0	0
CCOC(=O)Cc1cnc(NC(=O)Cn2nnc(-c3ccc(OCC)cc3)n2)s1
    5	-0.9	0.0	6
O=C1OC(/C=C/c2ccc(Cl)cc2Cl)=NC/1=C\c1ccc(F)cc1
    3	0.2	0.1	2
COc1cccc(C(=O)N2CCN3C(=O)[C@H]([C@@H](C)OCc4ccccc4)NC(=O)[C@H]3C2)c1
    4	-1.2	0.2	-10
Cc1cc(OCC(O)CN2C(=O)NC(C)(C)C2=O)ccc1C(C)C (stereo unspecified)
    8	-0.1	-0.1	3
COc1cccc(NC(=O)CN(c2ccc3c(c2)OCO3)S(C)(=O)=O)c1
    -1	-0.1	-0.1	-6
CCOc1ccc(S(=O)(=O)N(CC(=O)NCCSCc2ccc(C)cc2)c2ccccc2)cc1
    -4	-1.1	-0.1	-9
Cc1nc2c(c(C)nn2C)c(C)c1CCC(=O)NCc1ccc(Cl)cc1
    -4	-0.5	-0.2	-3

Further results follow:
Below each compound – MITF primary	GPR151 ag	FBW7 act	TEAD-YAP inh
CNC(=O)c1c(NC(=O)c2ccc(Cl)cc2)sc2c1CCC(C(C)(C)C)C2 (stereo unspecified)
    -3	2.1	-0.1	5
Cc1ccc(NS(=O)(=O)c2cc(C(=O)Nc3cccc(C(=O)O)c3)ccc2C)cc1
    14	-1.8	0.1	1
Cc1nn(Cc2ccc(F)cc2)c(C)c1NC(=O)CCCn1nc(C)c([N+](=O)[O-])c1C
    14	0.4	0.2	9
Cc1nnc(SCC(=O)Nc2ccc(N3CCOCC3)cc2)[nH]c1=O
    -7	-0.8	-0.2	18
CCc1ccccc1NC(=O)C(CC(C)C)N1C(=O)c2ccccc2C1=O (stereo unspecified)
    -13	0.6	0.0	5
CCC1=NN2C(=N)/C(=C/c3cc(Br)ccc3OCCOc3ccc(C(C)CC)cc3)C(=O)N=C2S1 (stereo unspecified)
    -7	2.2	-0.8	-18
CC(C)(C)C(=O)Nc1ccc(C(=O)Nc2ccc(O)cc2C(=O)O)cc1
    13	1.0	0.2	9
Nc1cccc(Oc2ccc3c(c2)C(=O)N(c2cccc(O)c2)C3=O)c1
    -5	-0.4	-0.5	-4
COc1ccc(/C=C(\NC(=O)c2ccccc2)C(=O)NC(C)(C)CO)cc1
    18	2.6	0.0	7
CC1CCc2cc(F)ccc2N1C(=O)c1ccc(N2CC3CC(C2)c2cccc(=O)n2C3)c(NC(=O)c2ccncc2)c1 (stereo unspecified)
    9	-0.8	0.1	-9
C/C(=N\Nc1nc2ccccc2[nH]1)c1ccco1
    -8	-2.5	-0.3	-51
C#CCN1C(=O)S/C(=C/c2ccc(C)o2)C1=O
    14	-0.5	-0.3	-27
Cc1ccc2[nH]c(=O)c(CN(CCCO)Cc3nnnn3CCc3ccccc3)cc2c1
    4	-1.1	0.0	14
CC1=C(C(=O)Nc2ccccn2)C(c2cccc(Cl)c2)C2=C(CC(C)(C)CC2=O)N1 (stereo unspecified)
    -3	0.0	0.2	8
CCc1ccc(NC(=S)N(Cc2ccccc2)Cc2ccc(C)o2)cc1
    19	-1.5	0.3	4
COc1cccc(C2=N/C(=C\c3cccc(OC)c3OC)C(=O)O2)c1
    9	1.8	0.1	3
CC(C)CC1=NN2C(=N)/C(=C/c3ccc(-c4ccccc4Cl)o3)C(=O)N=C2S1
    3	-1.3	0.1	7
COc1cc(/C=N/NC(=O)c2cccnc2)cc2sc(=O)oc12
    6	-0.7	-0.1	-6
O=C1N[C@H](Cc2ccc(O)cc2)C(=O)N2CCN(C(=O)c3ccc(-c4ccccc4)cc3)C[C@H]12
    6	1.4	0.4	3
Cn1c(=O)oc2cc(S(=O)(=O)Nc3cccc([N+](=O)[O-])c3)ccc21
    -2	0.4	0.0	2
COc1ccccc1NC(=O)C1CC(=O)N(C)C(=Nc2ccc3c(c2)OCO3)S1 (stereo unspecified)
    18	0.7	0.6	5
COc1cc2c(cc1OC)C1C(C(=O)N3CCOCC3)c3ccccc3C(=O)N1CC2 (stereo unspecified)
    12	-1.1	0.0	-6
O=C1NC(=O)C(=Cc2ccc(Sc3nc4ccccc4s3)o2)C(=O)N1
    -2	1.4	-0.5	-13
CC(=O)Nc1nc(=O)c2ccccc2s1
    13	-0.6	0.0	8
O=C(c1ccc2c(c1)OCCO2)N1CCN(c2ccc([N+](=O)[O-])cc2Cl)CC1
    0	1.1	-0.2	0
CCN(CC)C(=O)[C@@H]1C[C@H](NCc2ccccc2O)CN1Cc1ccc(Cl)cc1
    -14	-1.0	0.0	-2
Cc1ccc(-n2cc(-c3ccccc3)c3c(NC4CCCCC4)ncnc32)cc1Cl
    13	-1.2	1.0	0
CCOc1ccc(/C=C/C(=O)c2cccs2)cc1
    -2	-1.1	-0.1	-42
COc1ccc(NC(=O)C2CCCN(S(=O)(=O)c3ccc4c(c3)oc(=O)n4C)C2)cc1 (stereo unspecified)
    15	0.0	0.8	1
O=C1CC2(CCN(C(=O)C(c3ccccc3)c3ccccc3)CC2)Oc2ccccc21
    0	1.1	-0.3	-5

Retrieved by structure from the entries so far, two records:
Below each compound – MITF primary	GPR151 ag	FBW7 act	TEAD-YAP inh
O=C1N[C@H](Cc2ccc(O)cc2)C(=O)N2CCN(C(=O)c3ccc(-c4ccccc4)cc3)C[C@H]12
    6	1.4	0.4	3
CCN(CC)C(=O)[C@@H]1C[C@H](NCc2ccccc2O)CN1Cc1ccc(Cl)cc1
    -14	-1.0	0.0	-2

Entries shown so far that have a CF3 group:
Below each compound – MITF primary	GPR151 ag	FBW7 act	TEAD-YAP inh
COc1ccc(CNC(=O)CN(c2cccc(C(F)(F)F)c2)S(=O)(=O)c2ccccc2)cc1
    -4	0.1	0.1	-2
O=C(Nc1n[nH]c(C(F)(F)F)n1)c1cccc(Cl)c1
    -5	-3.0	0.0	5
O=C1C=C(NCCCNc2ccc(C(F)(F)F)cc2[N+](=O)[O-])C2(CCCCC2)O1
    2	-0.6	-0.1	20

New compounds follow
Below each compound – MITF primary	GPR151 ag	FBW7 act	TEAD-YAP inh
CCCn1c(SCc2nc(-c3cccs3)no2)nnc1-c1ccncc1
    25	-1.6	0.4	10
CCCn1cnc2sc(C(=O)N3CCN(c4ccccn4)CC3)c(C)c2c1=O
    6	2.7	0.0	6
CCCCNC(=S)N1CCn2cccc2C1c1ccc(OCC)cc1 (stereo unspecified)
    -4	1.6	0.5	-9
CCc1nc2ccccc2c2nn(CC(=O)N3C(C)CCCC3C)c(=O)n12 (stereo unspecified)
    16	-0.1	0.2	-2
CCOC(=O)c1ccc(N2C(=O)C3C4C=CC(C4)C3(C)C2=O)cc1 (stereo unspecified)
    11	1.2	0.2	-34
CCC(C)NC(=O)CCNC(=O)Cn1cnc2ccccc2c1=O (stereo unspecified)
    8	-0.5	0.5	-1
Cc1cccc(-c2nc(C)cc(NCc3cccc(C(F)(F)F)c3)n2)c1
    22	-1.1	0.8	-12
COc1ccccc1N1CCN(C(=O)c2ccc(Cl)c([N+](=O)[O-])c2)CC1
    -9	0.6	-0.1	49*
c1csc(CNc2ccnc3c(-c4cc5ccccc5o4)cnn23)c1
    -8	-1.0	-0.6	-63
COc1cccc(CN2CCN3C(=O)CN(C)C(=O)[C@H]3C2)c1
    -3	-0.9	0.1	-6
COCCn1c(=S)[nH]c2cc(C(=O)NC(C)C)ccc2c1=O
    5	1.7	-0.1	-4
Cc1ccccc1NC(=O)C1CCCN(S(=O)(=O)c2ccc3[nH]c(=O)ccc3c2)C1 (stereo unspecified)
    -1	1.7	0.3	1
C/C(=N\OC(=O)C1CCCCC1)c1nccs1
    -2	-0.7	-0.2	-3
COc1ccc(-c2noc(Nc3ccc(Cl)cc3)n2)cc1OC
    8	-0.5	0.1	-21
O=C(O)c1cc(S(=O)(=O)Nc2ccccc2OC(F)F)ccc1O
    21	0.7	0.0	-5
O=C(NC12CC3CC(CC(C3)C1)C2)OCc1ccccc1
    14	1.7	0.2	0
N/C(=N\OC(=O)CCCN1C(=O)CCC1=O)c1ccc(Cl)cc1
    16	-1.4	0.7	-61
C[C@@H](Nc1nc(-c2cccc3cccnc23)cnc1N)c1ccccc1
    6	-0.5	0.1	16
CCCC(=O)NC(=S)Nc1ccc(I)c(C)n1
    7	0.6	0.0	-19
O=C(Nc1ccc2oc(-c3ccncc3)nc2c1)c1ccc(Cl)cc1
    -2	1.0	0.0	5
CC(C)[C@H](NC(=O)c1ccccc1Cl)C(=O)OCC(=O)NC(=O)Cc1ccccc1
    2	0.6	0.0	-2
Cc1ccc(N2C(=O)CSC23C(=O)Nc2ccc(Br)cc23)cc1C (stereo unspecified)
    1	1.7	-0.1	10
O=C1COc2ccc(C(=O)CSc3nnc(NCc4ccccc4)s3)cc2N1
    6	-0.5	0.3	11
CN1C(=O)c2ccccc2C(C(=O)Nc2cccc(Cl)c2)C1c1cccs1 (stereo unspecified)
    10	-0.7	0.1	1
Cc1cc(NC(=O)Cc2cccs2)ccc1Br
    -3	2.9	0.3	-29
COP(=O)(OC)c1nc(-c2ccc(C)cc2)oc1NCc1ccc(C)cc1
    6	0.0	-0.2	1
CCOc1ccc(NC(=O)COc2ccc(C3C(C#N)=C(N)Oc4n[nH]c(C)c43)cc2)cc1 (stereo unspecified)
    -2	0.3	-0.2	-7

Full records as entered above:
CCc1nc2ccccc2c2nn(CC(=O)N3C(C)CCCC3C)c(=O)n12 (stereo unspecified) across the screens: MITF primary = 16; GPR151 ag = -0.1; FBW7 act = 0.2; TEAD-YAP inh = -2
c1csc(CNc2ccnc3c(-c4cc5ccccc5o4)cnn23)c1 across the screens: MITF primary = -8; GPR151 ag = -1.0; FBW7 act = -0.6; TEAD-YAP inh = -63
